Yeast growth tox: Inhibitors of S. cerevisiae growth, toxicity. S. cerevisiae wild-type growth, A595 turbidity, 16 h. growth inhibition, % at 25 µM (by protocol). hit rate 0.3% among 30,000;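 active = mutant and wild-type yeast strains alike exhibit over 30% growth inhibition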;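 also: 0% = untreated cell controls and 100% = YPD media blanks without cells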
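system = S. cerevisiae wild-type or eIF2Bepsilon-R284H mutant strain | buffer or medium = YPD medium | dosing = one dose, 25 µM compound, 0.2% DMSO | schedule = 16 h at 30 °C | measured by = A595 turbidity | evaluation = growth inhibition (%) versus cell controls and blanks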
eIF2B yeast act: eIF2B (yeast) activity modulation; S. cerevisiae eIF2B-epsilon R284H, GCN4-lacZ luminescence; inhibition, % at 25 µM (by protocol); hit rate 0.91% among 27,000;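 active = mutant luminescence inhibited past about 50% while wild type luminescence and mutant growth stay under set limits, limit read from the data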; also: some compounds called inactive have numbers as strong as hits
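Material – yeast eIF2B-epsilon R284H mutant carrying GCN4–beta-galactosidase fusion · Medium – YPD yeast growth medium · Compound – one concentration, 25 µM, 0.25% DMSO · Times – 16 h at 30 °C exposure · Signal – Beta-Glo luminescence plus absorbance at 595 nm · Read-out – % inhibition of reporter signal and growth versus controls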
Yeast growth tox inhibition %: second read-out of Yeast growth tox, no call of its own (marks repeat the call); growth inhibition, %; S. cerevisiae eIF2Bepsilon-R284H mutant growth, A595 turbidity, 16 h;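 each compound tested once at 25 µM; 0% equals untreated cells and 100% equals cell-free medium blanks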
eIF2B yeast act mutant toxicity: second read-out of eIF2B yeast act, no call of its own (marks repeat the call); growth inhibition, %; measured here: mutant yeast growth, toxicity;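 each compound tested once at 25 µM; zero equals untreated control growth and 100 equals blank medium absorbance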
* = called active by the depositor; . = not tested or not shown. Some of the compounds tested; the hit share may differ from the screen's.

SMILES	Yeast growth tox	Yeast growth tox inhibition %	eIF2B yeast act	eIF2B yeast act mutant toxicity
N#CC(c1ccccc1)c1ccc(C(=O)c2ccc(F)cc2)cc1 (stereo unspecified)	9	17	13	17
Cc1ccc(-n2c(C)cc(C(=O)CSc3n[nH]c(N)n3)c2C)cc1	-4	15	.	.
CCc1nc2ccccc2n(CCOCCOCCn2c(=O)c(CC)nc3ccccc32)c1=O	2	-4	21	-4
Cc1ccc(N2C(=O)CSC2c2cccs2)cc1 (stereo unspecified)	-4	-17	28	-17
Cc1cc(C)c2nc(N3CCC(C(=O)N4CCN(c5ncccn5)CC4)CC3)sc2c1	-4	4	8	4
O=C(c1cc2c(=O)oc3ccccc3c2s1)N1CCN(c2ccccn2)CC1	-43	-15	-7	-15
O=C(Nc1nnc(C(F)(F)F)s1)C1COc2ccccc2O1 (stereo unspecified)	8	15	46	15
COc1ccc(-n2c(C)c([N+](=O)[O-])c3ccc(O)c(CN4CCCCC4)c32)cc1	9	6	18	6
CCN(CC)C(=O)CN(c1ccc(Cl)cc1)S(=O)(=O)c1ccccc1	5	4	.	.
O=C(O)CCCC(=O)Nc1ccn(-c2ccccc2)n1	.	.	-39	.
O=C(CN1CCOCC1)Nc1nc(-c2ccc3c(c2)CCN3S(=O)(=O)c2ccccc2)cs1	-25	10	1	10
CCNC(=O)c1c(NC(C)=O)sc2c1CCCC2	39	0	17	.
Cc1ccc2nc3c(cc2c1)c(NC(=O)c1cccnc1)nn3C	2	-29	29	-29
CSc1ccccc1NC(=O)CSc1nnnn1-c1ccccc1SC	8	-20	-21	-20
CC1CCCCC1NC(=O)CN1C(=O)CSc2cc(S(=O)(=O)N3CCCCCC3)ccc21 (stereo unspecified)	-7	3	18	3
CCNC(=O)c1nc[nH]c1C(=O)NCC	8	-16	.	.
COc1ccc(C(=O)Cn2c(Br)nc3c2c(=O)n(C)c(=O)n3C)cc1	22	3	-7	3
O=C1OCC(Cn2c3ccccc3c3ccccc32)O1 (stereo unspecified)	-2	16	-30	16
Cc1cc(C)n(-c2ccc(C(=O)Oc3ccc4c(c3)OCO4)cc2)n1	-2	-5	-12	-5
C=CCNC(=O)C12CC3(C)CC(C)(CC(C)(C3)C1)C2	12	13	19	13

Part of the list above in order of SMILES length, low to high:
SMILES	Yeast growth tox	Yeast growth tox inhibition %	eIF2B yeast act	eIF2B yeast act mutant toxicity
O=C1OCC(Cn2c3ccccc3c3ccccc32)O1 (stereo unspecified)	-2	16	-30	16
O=C(c1cc2c(=O)oc3ccccc3c2s1)N1CCN(c2ccccn2)CC1	-43	-15	-7	-15
CC1CCCCC1NC(=O)CN1C(=O)CSc2cc(S(=O)(=O)N3CCCCCC3)ccc21 (stereo unspecified)	-7	3	18	3
COc1ccc(-n2c(C)c([N+](=O)[O-])c3ccc(O)c(CN4CCCCC4)c32)cc1	9	6	18	6

(cont.)
SMILES	Yeast growth tox	Yeast growth tox inhibition %	eIF2B yeast act	eIF2B yeast act mutant toxicity
c1nc(N2CCOCC2)c2sc3nc(N4CCOCC4)c4c(c3c2n1)CCCC4	9	7	.	.
O=c1[nH][nH]c(C(F)(F)F)c1C=NCc1ccc(Cl)cc1	3	22	22	22
O=S(=O)(NCC1CCCO1)c1ccc(S(=O)(=O)N2CCCC2)cc1 (stereo unspecified)	7	0	-10	.
CCOc1ccc(NC(=O)Nc2nnc(CC)s2)cc1	15	24	.	.
CCSc1nc2ccccc2n1CC(=O)OC	2	-16	-43	-16
c1ccc(OCCCn2nnc(-c3ccc(N4CCOCC4)cc3)n2)cc1	0	-10	17	-10
Cc1c(NC(=O)c2cc3nc(-c4ccc(Cl)cc4)cc(C(F)(F)F)n3n2)c(=O)n(-c2ccccc2)n1C	-17	-15	8	-15
O=S(=O)(c1ccc(Nc2ccc3c(c2)OCO3)nc1)N1CCOCC1	7	-10	-7	-10
CC(=O)Nc1ccc(S(=O)(=O)NC2(C(F)(F)F)NC(=O)N(C3CCCCC3)C2=O)cc1 (stereo unspecified)	22	6	13	6
CC(C)COC(=O)Nc1nnc(SCc2ccccc2F)s1	4	-5	.	.
CCOc1ccc(CCNC(=O)C2CCCN(S(=O)(=O)c3c(C)n[nH]c3C)C2)cc1OCC (stereo unspecified)	11	11	21	11
COCCNC(=O)c1ccc2snnc2c1	13	4	.	.
Cc1n[nH]c(C)c1N1C(=O)c2cccc3c(Br)ccc(c23)C1=O	.	.	-35	.
CCCCCn1nc(C)c(/C=N\NC(=O)c2cc(C)oc2C)c1C	-13	-25	36	-25
CCc1ccccc1N(CC)C(=O)c1cn(CC)c(=O)c2cc(OC)c(OC)cc12	8	0	9	.
CCC(C)[C@H](NC(=O)Nc1cccc(OC)c1)C(=O)OC (stereo partly specified)	6	24	15	24
O=c1/c(=C/c2ccco2)sc2nc(-c3ccccc3Br)nn12	-21	-19	-10	-19
Cn1c(=O)c2c(ncn2CC(O)CNc2ccc(Br)cc2)n(C)c1=O (stereo unspecified)	7	-4	-29	-4
CCOC(=O)CSc1nnc(CNC(=O)c2cc(OC)c(OC)c(OC)c2)n1C	2	14	17	14
COC1CCCCC1Nc1cc(C)cc(C)c1 (stereo unspecified)	19	11	19	11
Cc1nnc2n(Cc3ccccc3)c(=O)c3c4c(sc3n12)CN(Cc1ccccc1)CC4	-4	3	-40	3
COc1ccc(NC(=O)C2C3C=CC(C3)C2C(=O)NCc2ccco2)c(OC)c1 (stereo unspecified)	6	-3	-24	-3
CCOc1cc(C(=O)Nc2cccc3ncccc23)cc(OCC)c1OCC	13	10	.	.
O=C(CCN1C(=O)C2CC=CCC2C1=O)N1CCN(c2ccccn2)CC1 (stereo unspecified)	-1	3	-15	3
COc1ccc(-c2nnc(CSc3nnc(-c4ccncc4)n3C3CCCCC3)o2)cc1OC	30	-21	17	-21
CCC(C)NC(=O)CSc1nnc(-c2ccc(C(C)(C)C)cc2)n1C (stereo unspecified)	19	-3	-3	-3
Cn1c(=O)oc2cc(S(=O)(=O)NCCC(=O)N3CCc4ccccc43)ccc21	7	9	16	9
CCN(CC)c1ccc(C2C(C(=O)OC)=C(C)NC(C)=C2C(=O)OC)cc1	-2	-4	13	-4
CCN(CC)C(=O)Cn1nc(C)c2ccccc2c1=O	10	11	17	11
Cc1ccc(S(=O)(=O)NC2=C(N3CCN(Cc4ccccc4)CC3)C(=O)c3ccccc3C2=O)cc1	-8	-11	.	.
COc1ccc(C)cc1NC(=O)C1CCCN1C(=O)OCc1ccccc1 (stereo unspecified)	5	-3	7	-3
CC(Nc1nc(N2CCCCC2)nc2ccccc12)c1ccccc1 (stereo unspecified)	26	13	.	.
COCCCNC(=O)c1nc2c(nnn2Cc2cc(C)ccc2C)c(=O)[nH]1	5	-8	14	-8
COc1ccc(NC(=O)c2ccccc2SC)cc1OC	3	14	16	14
Cc1cc(=O)oc2cc(OCC3CC(c4ccccc4Cl)=NO3)ccc12 (stereo unspecified)	5	-10	9	-10
COCCn1nnnc1C(c1cc2cc(C)ccc2[nH]c1=O)N1CCCCCC1 (stereo unspecified)	.	.	-15	.
N#CCSc1nc2c(c(=O)n1Cc1ccccc1)C1(CCCC1)Cc1ccccc1-2	4	0	9	.
O=C(Cn1nnc(-c2ccccc2F)n1)Nc1ccc(C(=O)N2CCOCC2)cc1	9	12	-20	12
CCCCC(=O)NC(Nc1ccc(C)cn1)(C(=O)OCC)C(F)(F)F (stereo unspecified)	6	10	45	10
CC(=O)Nc1ccc(S(=O)(=O)Nc2nc3ccccc3nc2Sc2nncn2C)cc1	12	3	16	3
CC(=O)C1=C(C)NC(C)=C(C(C)=O)C1c1cn(-c2ccccc2)nc1-c1cccs1	.	.	5	.
Cc1ccc(Nc2nc(Nc3ccc(C)cc3)nc(SC3=NCCS3)n2)cc1	12	1	.	.
O=C(O)CCCCCCNS(=O)(=O)c1ccccc1	5	3	11	3
COc1ccc(CC(=O)Nc2ccc(N3CCN(c4ccc(OC)cc4)CC3)c(C#N)c2)cc1	-26	-4	53*	.
Cc1ccc(C2C(C#N)=C(N)SC(N)=C2C#N)cc1	15	0	22	.
CCN(CC)C(=O)CSc1ncnc2c1nnn2-c1ccc(F)cc1	8	0	-3	.
COc1cccc(NC(=O)Cn2c(-c3cncs3)nc3ccccc32)c1	5	-8	-8	-8
CCc1cc2c(=O)c(-c3ccc4c(c3)OCCO4)coc2cc1OC(=O)c1ccco1	-21	27	-35	27
O=C(NCc1ccccc1)c1ccc(OC2CSC2)cc1	-14	-17	-15	-17
CCOC(=O)CSC1=Nc2ccccc2C2=NC(CC(=O)NCc3ccccc3)C(=O)N12 (stereo unspecified)	-13	-40	37	-40
Cc1nc2nc(-c3ccccc3)nn2c(C)c1Cl	5	17	-18	17
Cc1cc(S(=O)(=O)NCC(C)C)ccc1OCC(=O)N1CCOCC1	2	-7	13	-7
O=C1c2ccccc2NC2CCCCC12 (stereo unspecified)	13	10	-14	10
Cc1cc(C)n(CC(=O)n2c3ccccc3c3ccccc32)n1	-16	-4	-2	-4
CCOc1ccc(-c2nnc3sc(-c4ccccc4OC)nn23)cc1	-14	-15	-20	-15
CCCCSc1nnc([C@@H]2CCCN2C(=O)OC(C)(C)C)o1	16	-4	18	-4
COC(=O)c1ccc(OC(=O)c2ccco2)cc1	0	-8	14	-8
Clc1ccc(CSc2nnc(-c3ccncc3)o2)cc1	.	.	18	.
O=C(c1cccc2ccccc12)n1nnc2ccccc21	-13	-30	-6	-30
CN(C)c1[nH]c(=O)c(C#N)c2c1CCN2Cc1ccccc1	4	-14	18	-14

More records:
SMILES	Yeast growth tox	Yeast growth tox inhibition %	eIF2B yeast act	eIF2B yeast act mutant toxicity
Cc1cc(=O)oc2ccc(OCC(=O)N3CCc4ccccc43)cc12	5	-7	50*	.
Cc1ccc(-c2nc(-c3cccnc3)no2)c(C)c1	13	39	0	39
CCN1CCN(C(=O)c2cn(CCOC)c(=O)c3c2c2ccccc2n3C)CC1	-5	0	-3	.
COc1ccc(CCn2c(C)c(C(C)=O)c3cc(OC(=O)c4ccco4)ccc32)cc1OC	4	5	-11	5
CN(C)c1nc(N2CCOCC2)nc(N(c2ccccc2)c2ccccc2)n1	12	0	9	.
Cc1noc(C)c1CSCC(=O)OCC(=O)NC1CCCCC1	13	-5	11	-5
O=C(c1ccc(Cl)cc1)c1ccc(OCC(O)CN2CCCCC2)cc1 (stereo unspecified)	9	19	20	19
COc1ccc(C(=O)CCC(=O)O)c(C)c1	9	13	.	.
CCOC(=O)C1=C2SCCN2C(=O)C(C#N)C1(C)C (stereo unspecified)	22	0	-29	.
CCN1CN=C(NS(=O)(=O)c2ccc(C)cc2)NC1	22	13	.	.
CCOCC(=O)Nc1ccc(C)c(Cl)c1	0	8	19	8
Cc1cc2ccccc2c(=O)[nH]1	28	7	17	7
Cn1c(COc2ccccc2)nnc1SCC(=O)Nc1ccc(S(N)(=O)=O)cc1	5	6	-3	6
COc1ccc(C(=O)NCc2cccnc2)cc1OC	7	-14	20	-14
Cc1cc(C)nc(N(C#N)CC(=O)N(c2ccccc2)C(C)C)n1	-4	-3	11	-3
COc1cc2nc(CN3C(=O)c4ccccc4C3=O)oc(=O)c2cc1OC	-54	-27	10	-27
CC(Sc1cccc2cccc(C(=O)O)c12)C(=O)O (stereo unspecified)	3	-5	34	-5
Cc1cccnc1NC(=S)NC(=O)/C=C/c1ccco1	18	6	.	.
COc1ccccc1OCC(=O)OCC(=O)NCCN1C(=O)CSC1=O	-1	-27	23	-27
Brc1ccc(-c2nc(-c3ccncc3)no2)o1	16	0	18	.
CCN(CC)CCCNC(=O)C1c2cc(OC)c(OC)cc2C(=O)N(C)C1c1cccs1 (stereo unspecified)	-10	15	.	.
COc1cccc(CC(=O)NCC2COc3ccccc3O2)c1OC (stereo unspecified)	6	0	7	.
COC(=O)C1=C(N)Oc2cc(C)n(Cc3ccccc3)c(=O)c2C1c1ccccc1 (stereo unspecified)	-1	-5	4	-5
CS(=O)(=O)N(CC(=O)N1CCc2ccccc2C1)Cc1ccccc1	7	13	17	13
Cc1ccc(CN(CC(=O)NCCc2ccccc2)C(=O)CCCC(=O)Nc2cc(C)on2)cc1	10	13	18	13

Grouped by structure, the compounds so far with a thiophene ring, fused or not (7)
SMILES	Yeast growth tox	Yeast growth tox inhibition %	eIF2B yeast act	eIF2B yeast act mutant toxicity
Cc1ccc(N2C(=O)CSC2c2cccs2)cc1 (stereo unspecified)	-4	-17	28	-17
O=C(c1cc2c(=O)oc3ccccc3c2s1)N1CCN(c2ccccn2)CC1	-43	-15	-7	-15
CCNC(=O)c1c(NC(C)=O)sc2c1CCCC2	39	0	17	.
c1nc(N2CCOCC2)c2sc3nc(N4CCOCC4)c4c(c3c2n1)CCCC4	9	7	.	.
Cc1nnc2n(Cc3ccccc3)c(=O)c3c4c(sc3n12)CN(Cc1ccccc1)CC4	-4	3	-40	3
CC(=O)C1=C(C)NC(C)=C(C(C)=O)C1c1cn(-c2ccccc2)nc1-c1cccs1	.	.	5	.
CCN(CC)CCCNC(=O)C1c2cc(OC)c(OC)cc2C(=O)N(C)C1c1cccs1 (stereo unspecified)	-10	15	.	.

High-throughput results as filed in PubChem BioAssay.
